High-throughput results as filed in PubChem.
PKA-R1A activ: activators of PKA-R1A complex. 340,000 compounds, 0.083% hits. P00514+P68181. PKA-R1A dissociation, Cy5-IP20 fluorescence polarization; scaled: DMSO 0%, 113 µM cGMP 100%. activation, % at 11.4 µM. AID 504707;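 active = percent activation above the mean of all tested compounds plus 3 SD, cut at about 19% in these data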;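 also: higher means more PKAc released from R1A so a rise in polarization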
Arrestin-AP2 inh: blocks beta-arrestin peptide binding to AP2 adaptin; FITC-arrestin peptide / GST-AP2 beads, flow cytometry; AP2 beta2 appendage carries R879A mutation; AID 504490; 340,000 compounds, 0.31% hits; inhibition, % at 10 µM;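 active = inhibition above a set limit, near 3 SD of compounds lacking own fluorescence, cut at about 54% in these data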;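 also: plate controls were DMSO wells for no effect and 5 µM unlabelled arrestin peptide for full effect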
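Material – AP2 appendage R879A on GSH beads · Buffer or medium – PBS with 0.05% Tween 20 and 0.1% BSA · Probe or stimulus – fluorescein-tagged arrestin peptide at 50 nM final · Incubation – compound with beads 12 min RT, then probe 1 h RT · Detection – high-throughput flow cytometry of beads, ex 488, em 535 nm · Evaluation – percent response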
dFosB act: enhances mouse delta FosB homodimer DNA binding; 340,000 compounds, 0.99% hits; AID 493131; activation, % at 25 µM; purified delta FosB, TAMRA-CDK5 oligo fluorescence polarization; percent of positive-control signal above neutral wells;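 active = mean activation above about 17%, with every replicate also reaching it, limit read from the data, passing the limit was not always enough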;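 also: fluorescence polarization rise as delta FosB binds a TAMRA Cdk5 AP-1 oligo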
Pemphigus Ab inh: inhibitors of pemphigus antibody binding to human desmoglein-3. P32926. DSG3-coupled beads, scFv-anti-DSG3-GFP binding, flow cytometry; hits give low values. binding (percent of control), % at 10 µM. 310,000 compounds, 0.48% hits. AID 588358;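 active = binding more than 3 SD below its plate's average and above zero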;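 also: hits lower antibody fragment binding to DSG3; some compounds called inactive have numbers as strong as hits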
CDK5 inh: CDK5/p35 (human) kinase inhibition | inhibition, % at 10 µM | Recombinant CDK5/p35, ADP-Glo luminescence, 60 min | Q00535+Q15078 | 330,000 compounds, 0.01% hits;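 active = highest replicate inhibition of at least 50% and at least 75% of replicates reaching 50%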;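 also: plate controls were DMSO neutral control for no effect and GW8510 at 10 µM for full effect; many of its hits are not listed in these tables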
MITF TRPM1 HTS: MITF TRPM1 promoter activation in melanoma cells. activation, % at 12.5 µM. AID 588334. 300,000 compounds, 0.75% hits. SK-MEL-5 TRPM1-promoter luciferase, 24 h; % of positive control, neutral wells = 0;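 active = mean activation of at least 80% with every replicate also reaching 80%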;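 also: 0% = neutral control wells and 100% = parthenolide positive control wells; values of inactives mirror those of a sister screen read the other way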
Mot1-301 SUMO: blocks SUMOylation pathway, rescuing yeast Mot1-301 growth; growth rescue, % at 18.8 µM; S. cerevisiae Mot1-301 growth rescue, ATP luminescence, 38.5C; percent above DMSO median, 100 means doubled; AID 2716; 320,000 compounds, 1% hits;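 active = every valid replicate shows activation above 250% relative to neutral control wells; inactive = the rest, any valid replicate at or below 250%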;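 also: OY570 slx delta 5 strain wells were the positive control but not used for scaling; some compounds called inactive have numbers as strong as hits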
SR-BI uptake up: enhances SR-BI lipid uptake from DiI-HDL; CHO ldlA[mSR-BI] cells, DiI-HDL uptake fluorescence, 3 h; 100 = double the neutral-control signal; activation, % at 12.5 µM; 320,000 compounds, 0.096% hits; AID 504775;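 active = mean replicate activation of at least 60% and every replicate at or above 60%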;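 also: 0% = median plate neutral-control signal and 100% = twice that signal; values of inactives mirror those of a sister screen read the other way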
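Material – SR-BI-overexpressing, LDLR-lacking CHO cells · Medium – BSA-supplemented, HEPES-buffered Ham's F12, pH 7.4 · Doses – single concentration · Times – compound with DiI-HDL co-incubation, 3 h at 37 °C · Measured by – bottom-read fluorescence, 550/595 nm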
NSD2 HMT inh: NSD2 (human) methyltransferase inhibition. O96028. NSD2 peptide methylation, AlphaScreen, 120 min. inhibition, % at 12.5 µM. 310,000 compounds, 0.54% hits; in the data active = inhibition above about 50%
PKA-R2B act: activates the human PKA-R2B holoenzyme complex. 340,000 compounds, 0.079% hits. P22694+P31323. activation, % at 11.4 µM. AID 504700. PKA-R2B holoenzyme dissociation, Cy5-IP20 fluorescence polarization; R2B truncated from residue 108, S112A mutant; 0% DMSO only, 100% 113 µM cGMP;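 active = activation above a cutoff set at the mean over all compounds plus 3 SD, cut at about 18% in these data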;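 also: higher means more holoenzyme dissociation and a rise in polarization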
SR-BI HDL uptake: inhibitors of mouse SR-BI mediated HDL lipid uptake; Q61009; ldlA[mSR-BI] CHO cells, DiI-HDL uptake fluorescence, 3 h; inhibition, % at 12.5 µM; 320,000 compounds, 0.96% hits;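 active = mean replicate inhibition of at least 70% and a set share of replicates each scoring 70 or more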;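 also: 0% = median of neutral control wells and 100% = median of positive control wells; values of inactives mirror those of a sister screen read the other way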
An asterisk follows results filed as active; . = no result given.

MITF TRPM1 HTS	Pemphigus Ab inh	SR-BI uptake up	CDK5 inh	PKA-R2B act	Arrestin-AP2 inh	SR-BI HDL uptake	NSD2 HMT inh	mol	dFosB act	PKA-R1A activ	Mot1-301 SUMO
-6	110	3	-0.1	-5	-4	-3	31	COc1ccc(Br)cc1CN(C)C(=O)c1ccccc1OCc1c(C)noc1C	-10	0	22
19	.	-3	-1.3	7	45	3	17	CN(C)CCCN(C(=O)c1ccc2c(c1)OCCO2)c1nc2cc3c(cc2s1)OCO3	6	1	1
-6	126	5	-0.1	-6	-1	-5	23	Cc1cc(SCC(=O)NCC2CCCO2)nc2ccccc12 (configuration not stated)	1	3	6
10	104	-10	1.3	-1	40	10	-2	C/C(=N/NC(=O)CNC(=O)c1ccccn1)c1ccccc1	0	-8	-5
.	105	38	-0.9	-9	4	-38	-7	O=C(O)CCC(NS(=O)(=O)c1ccc(-c2ccccc2)cc1)C(=O)O (configuration not stated)	0	-7	-5
-8	105	-10	-1.6	0	-9	10	2	CCOC(=O)N1CCC2(CC1)C(C#N)=C(N)Oc1c2c(C)nn1-c1cccc(Cl)c1	-9	-5	151
-12	.	-35	-1.3	4	3	35	-3	COc1cc(CCC(=O)Nc2cccc(C(F)(F)F)c2)cc(OC)c1OC	-4	-18	-13
-2	106	.	-0.8	-11	5	.	.	O=C(CCNS(=O)(=O)c1ccc(Cl)cc1)Nc1ccncc1	-2	-1	116
-6	.	23	2.0	-4	-24	-23	0	Cc1ccc(CN(Cc2ccccc2)C(=S)NCC(=O)NCc2cccnc2)o1	-4	-3	32
-6	.	11	-2.4	-11	-11	-11	6	COc1ccccc1CNC(=O)C(Cc1ccccc1)NC(=O)c1ccccc1 (configuration not stated)	-5	-10	-6
-5	101	.	-0.9	9	14	.	14	COc1ccc(NC(=O)CSc2nc(C)cc(C)n2)cc1	-8	3	4
-3	101	-54	0.8	-6	-8	54	0	O=C(c1ccco1)N1CCN(c2ncnc3scc(-c4ccc(F)cc4)c23)CC1	-6	-1	229
-7	107	15	-9.0	4	-3	-15	0	Cc1[nH]c(C)c(S(=O)(=O)NCc2ccc(Cl)cc2)c1C(=O)N1CCCC1	-6	-5	40
3	.	-11	1.1	2	-2	11	0	Cc1c(Cl)c(C(=O)NNC(=S)NCc2ccco2)nn1C	-4	-10	.
5	100	6	-0.8	-10	8	-6	3	Cc1csc(SCC(=O)N(c2ccccc2)C(C)C)n1	-6	-9	.
2	98	2	-1.1	4	-15	-2	-2	O=C(COc1cccc(Br)c1)Nc1ccc(Cl)c(S(=O)(=O)N2CCOCC2)c1	0	-8	-14
6	106	4	-2.6	-1	10	-4	-3	Cc1ccc(-c2nnn(CC(=O)N3CCCCC3)n2)cc1	-2	4	3
8	107	19	0.2	1	1	-19	.	CCN(CC)CCCNC(=O)c1cn(C)c2ccc(S(=O)(=O)N(C)C)cc2c1=O	-4	7	-8
.	102	-52	0.7	.	-5	52	0	O=C(Nc1csc(Cl)c1)c1ccccc1	5	.	18
-53	92	17	-0.2	-2	-5	-17	1	O=C(O)c1ccc(N/N=C/c2c(F)cccc2Cl)cc1	-3	0	14
20	109	27	1.2	-6	-4	-27	-3	Cn1nnnc1SCC(=O)Nc1ccc2c(c1)OCCO2	6	7	6
-8	99	-7	0.9	-6	3	7	-3	Cc1ccc(C)c(NC(=O)CN(C)C(=O)COc2ncnc3sccc23)c1	-10	-1	3
-11	91	.	-0.6	14	-5	.	-4	CCOc1ccc(N2CC(C(=O)NCCc3ccc(F)cc3)CC2=O)cc1 (configuration not stated)	-12	2	-2
25	100	13	0.4	3	7	-13	22	CCn1nc([N+](=O)[O-])c(C(C#N)c2nc3ccccc3n2C)c(Cl)c1=O (configuration not stated)	-10	-7	5
-7	102	-131	-4.9	-10	-4	131*	0	O=C(N/N=C/c1cc([N+](=O)[O-])ccc1O)c1ccc2c(c1)OCCO2	0	-17	-5
12	91	11	2.9	-10	23	-11	-3	CCOC(=O)C(CC)n1cnc2c(nnn2-c2ccc(C)cc2)c1=O (configuration not stated)	-5	-10	3
5	93	3	-1.7	0	11	-3	1	COc1ccc(C(=O)NCc2ccc(-n3cccc3)cc2)cc1OC	-4	11	4
.	106	10	-0.3	0	9	-10	3	COC(=O)C1=C(Nc2ccccc2NS(=O)(=O)c2ccc(C(F)(F)F)cc2Cl)CSC1	-7	8	-9
-8	.	4	2.5	9	4	-4	-6	CC(C)NC(=O)CSc1nc2sccc2c(=O)n1-c1ccccc1	-4	-7	-3
1	97	16	-0.2	-9	-5	-16	.	COCCNC(=S)NCc1ccc2[nH]c3c(c2c1)CCCC3	-9	6	11
.	101	0	0.7	-2	-8	0	-1	Cn1nccc1NC(=O)COCC(=O)O	3	-7	7
-15	95	10	-0.3	5	29	-10	-2	O=C(NCc1ccc(Cl)cc1)c1cc([N+](=O)[O-])ccc1Cl	0	6	-4
1	107	-4	-0.8	4	6	4	-1	Nc1ccn(-c2ncc(C(F)(F)F)cc2Cl)c(=O)n1	-9	4	18
2	94	.	0.6	1	6	.	-4	Cc1cccc(C)c1OCc1n[nH]c(=S)o1	-1	1	-1
-10	91	15	-0.2	-1	-2	-15	1	Cc1cccn2c(=O)nc(SCC(=O)N3N=C(c4cccs4)CC3c3ccc(F)cc3)nc12 (configuration not stated)	-8	1	.
-4	102	-3	-1.2	0	-4	3	-1	CN(C(=O)c1ccncc1)c1ccccc1	-3	0	-6
-27	.	3	-4.1	-7	0	-3	-2	COc1ccc(C(=O)N(C)Cc2cnn(Cc3ccccc3)c2)cc1S(=O)(=O)N1CCOCC1	-7	-4	-14
10	103	5	0.0	-7	-3	-5	.	CC(C)N(C(=O)[C@H]1C[C@H](CC(=O)NCCN2CCOCC2)C(=O)N2CCc3c([nH]c4cc(CCC(=O)N(C)C)ccc34)[C@]12C)C(C)C	-3	-3	.
62	97	-6	0.0	1	18	6	-5	Cc1cccc(NC(=O)c2ccc3nccnc3c2)n1	3	-1	-4
-6	93	6	1.4	2	-3	-6	-1	COc1ccc(C(=O)c2ccc([N+](=O)[O-])cc2)c(OC)c1OC	6	-13	.
10	101	5	0.2	-5	1	-5	-1	CCOC(=O)N1CCN(CC(=O)Nc2ccc(OC)cc2)CC1	-1	12	3
-6	84	-2	1.0	12	4	2	-1	COc1cc(C(=O)Nc2nnc(C(F)(F)F)s2)c([N+](=O)[O-])cc1OC	-7	-1	9
.	102	-3	-0.6	17	30	3	-2	COc1ccc(S(=O)(=O)n2c(C)nc3ccccc32)cc1C	2	-6	1
4	.	1	0.2	7	4	-1	-3	O=C(/C=C/c1ccccc1Cl)N(Cc1ccccc1)C1CCS(=O)(=O)C1 (configuration not stated)	-8	-2	26
-10	105	9	-1.1	-3	-6	-9	1	O=C(CCc1nc2ccccc2c(=O)[nH]1)Nc1cccc(S(=O)(=O)N2CCOCC2)c1	-7	7	-6
0	100	-20	-2.6	3	4	20	-1	Cc1ccc(S(=O)(=O)N2CCCCC2)cc1NC(=O)c1cc(F)c(F)c(F)c1F	-1	3	-21
-3	118	-1	1.9	-8	-1	1	3	O=C(c1ccco1)N1CCN(C(=O)c2ccccc2OCc2ccc(Cl)cc2)CC1	-3	-6	-11
-1	112	-45	0.6	6	-4	45	1	Cc1ccc(NC(=O)NCCN2CCN(C(=O)Nc3ccc(C)cc3)CC2)cc1	-4	-1	10

An excerpt from above, showing only CDK5 inh, Pemphigus Ab inh and dFosB act:
Structure,CDK5 inh,Pemphigus Ab inh,dFosB act
CC(C)N(C(=O)[C@H]1C[C@H](CC(=O)NCCN2CCOCC2)C(=O)N2CCc3c([nH]c4cc(CCC(=O)N(C)C)ccc34)[C@]12C)C(C)C,0.0,103,-3
Cc1cccc(NC(=O)c2ccc3nccnc3c2)n1,0.0,97,3

The list goes on.
MITF TRPM1 HTS	Pemphigus Ab inh	SR-BI uptake up	CDK5 inh	PKA-R2B act	Arrestin-AP2 inh	SR-BI HDL uptake	NSD2 HMT inh	mol	dFosB act	PKA-R1A activ	Mot1-301 SUMO
8	110	13	-0.4	-5	3	-13	-2	CC(C)CCN1CN(S(=O)(=O)c2cccs2)c2nc3ccccc3nc21	-3	-10	2
-3	114	.	-1.4	-1	-2	.	-4	CCN(Cc1ccccc1)C(=O)CSc1nc(C)cc2c1C(=O)OC2	-4	11	-7
-3	94	-5	-0.6	-6	5	5	0	CC(C)[C@H](NC(=O)c1cccc(S(=O)(=O)N2CCOCC2)c1)C(=O)Nc1nccs1	-1	-5	-28
.	98	9	-0.3	-4	10	-9	.	CCOC(=O)CSC(CC)C(=O)Nc1nnc(C(C)C)s1 (configuration not stated)	-10	5	74
.	95	-6	-1.5	2	4	6	9	Cc1ccc(S(=O)(=O)N2CCCC2C(=O)Nc2nc3c(s2)CCCC3)cc1 (configuration not stated)	-12	-12	-8
